CCHFV vOTU inh – blocks the CCHF virus ovarian tumor domain protease. CCHFV vOTU protease, Pep-AMC fluorescence. inhibition, % at 11.5 µM. 0.55% of 370,000 active; in the data active = inhibition above about 30%; note: 0% = vehicle wells with enzyme and 100% = no enzyme wells
Yp Topo-I inh – Y. pestis Topo-I inhibition via cleavage products | activity, % at 10 µM | 0.064% of 360,000 active | AID 504884 | Y. pestis Topo-I cleavage product accumulation, plate reader; in the data active = activity above about 50%, passing the limit was not always enough; inconclusive = no clear call, values can overlap the other calls; note: inactives centre near 2
PrPC TRFRET – reduces human prion protein on the cell surface. P04156. cell surface PrPC, TR-FRET read-out. inhibition, % at 13.8 µM. 0.43% of 370,000 active; in the data active = inhibition above about 24%; note: 0% = median of the test wells and 100% = reference compound wells
TcdB GH inh – blocks C. difficile toxin B glycohydrolase activity | TcdB glycohydrolase enzymatic assay, plate reader | P18177 | AID 652162 | 0.24% of 350,000 active | inhibition, % at 9.99 µM; in the data active = inhibition above about 10%
Anthrax LF inh2 – inhibitors of Bacillus anthracis lethal factor protease. multiplex microsphere protease cleavage assay, LF. inhibition, % at 10 µM. AID 588501. P15917. 0.12% of 360,000 active; note: plate controls were buffer without enzyme for full effect and enzyme alone for no effect
Target sequence (P15917 whole entry, looked up): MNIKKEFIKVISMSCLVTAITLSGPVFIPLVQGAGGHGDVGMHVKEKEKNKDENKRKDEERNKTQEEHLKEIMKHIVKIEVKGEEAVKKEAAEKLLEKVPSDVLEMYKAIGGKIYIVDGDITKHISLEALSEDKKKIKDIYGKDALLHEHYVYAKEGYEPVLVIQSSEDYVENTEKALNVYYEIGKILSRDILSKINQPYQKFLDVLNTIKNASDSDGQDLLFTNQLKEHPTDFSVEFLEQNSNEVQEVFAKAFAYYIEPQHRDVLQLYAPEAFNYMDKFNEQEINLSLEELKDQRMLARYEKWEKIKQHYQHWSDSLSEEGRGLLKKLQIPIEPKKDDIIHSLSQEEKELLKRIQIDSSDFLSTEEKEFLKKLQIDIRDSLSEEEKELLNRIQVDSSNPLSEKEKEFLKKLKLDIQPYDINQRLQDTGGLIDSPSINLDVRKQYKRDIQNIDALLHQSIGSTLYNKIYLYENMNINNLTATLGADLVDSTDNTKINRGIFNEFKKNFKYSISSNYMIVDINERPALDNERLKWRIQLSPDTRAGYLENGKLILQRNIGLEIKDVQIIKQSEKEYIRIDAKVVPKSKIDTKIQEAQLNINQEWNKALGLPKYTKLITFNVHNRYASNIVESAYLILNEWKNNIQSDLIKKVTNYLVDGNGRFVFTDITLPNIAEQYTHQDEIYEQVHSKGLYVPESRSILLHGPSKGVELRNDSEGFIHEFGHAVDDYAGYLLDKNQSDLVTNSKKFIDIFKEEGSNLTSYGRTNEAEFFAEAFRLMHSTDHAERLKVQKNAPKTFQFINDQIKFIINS
FadD28 FP inh – blocks FadD28 binding to the bisubstrate probe; fluorescence polarization; inhibition, % at 12.5 µM; 0.22% of 360,000 active; AID 588549; in the data active = inhibition above about 8.5%, passing the limit was not always enough; inconclusive = no clear call, values can overlap the other calls
BoNT F protease – blocks Botulinum neurotoxin F light chain protease; Multiplex microsphere protease cleavage assay, flow cytometry; inhibition, % at 10 µM; 0.22% of 360,000 active; AID 588497; in the data active = inhibition above about 35%, passing the limit was not always enough; inconclusive = no clear call, values can overlap the other calls; note: plate controls were buffer without enzyme for full effect and enzyme alone for no effect
BoNT A protease – inhibitors of Botulinum neurotoxin A light chain protease; AID 588499; 0.17% of 360,000 active; multiplex microsphere protease substrate cleavage, flow cytometry; inhibition, % at 10 µM; note: plate controls were buffer without enzyme for full effect and enzyme alone for no effect
PfHsp40 yeast – restores yeast growth despite PfHsp40 toxicity; S. cerevisiae expressing PfHsp40, growth rescue, ATP luminescence; growth rescue, % at 12.5 µM; 0.68% of 340,000 active; AID 504582; in the data active = growth rescue above about 28%, passing the limit was not always enough; inconclusive = no clear call, values can overlap the other calls;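 note: yeast W303a lacking pdr1 and pdr3 grown in galactose medium; growth measured after three days at 30 °C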
Numbers without * were called inactive; ? = inconclusive; . = no result given. Cut-off read from the data, not from the text of the source, unless noted: active = inhibition above about 30%; inconclusive = no clear call, values can overlap the other calls; inactive = below that. Compounds as they come; 2.3% or so of the library scored in one or more.

#1 Cn1c(=O)c2c(nc(OC/C=C/c3ccccc3)n2C)n(C)c1=O
#2 CCCCOc1ccc(C(=O)NNC(=S)NC(=O)CC)cc1
#3 CCOC(=O)Cn1nc(-c2ccccc2)c2cnc3ccc(CC)cc3c21
#4 O=[N+]([O-])c1cc(C(F)(F)F)ccc1N1CCC(O)CC1
#5 Cc1ccc(OCCC(=O)Nc2ccc(S(=O)(=O)Nc3nccs3)cc2)cc1
#6 Cc1cccc(NS(=O)(=O)c2c(C)noc2C)c1
#7 Cc1ccc(C)c(NS(=O)(=O)c2csc(C(N)=O)c2)c1
#8 CN(C)c1ccc(-c2ccnc3c2CC(C)(C(=O)Nc2ccc4c(c2)OCO4)O3)cc1 (stereo not given)
assay / entry	1	2	3	4	5	6	7	8
CCHFV vOTU inh	-1	.	2	10	6	4	3	10
Yp Topo-I inh	1	-7	9	1	-4	-12	6	2
PrPC TRFRET	1	.	6	-21	-2	9	4	8
TcdB GH inh	.	.	-6.0	-0.6	1.2	2.2	1.0	-1.4
Anthrax LF inh2	-1	-1	0	-7	-1	12	-7	-4
FadD28 FP inh	-2.1	1.3	-1.1	-2.1	0.7	-0.3	-2.7	-0.3
BoNT F protease	1	-17	-6	-5	3	-3	3	0
BoNT A protease	0.2	-1.7	-1.1	-0.3	0.2	-0.3	-0.2	-0.1
PfHsp40 yeast	-0.7	61*	1.1	0.8	0.4	0.5	-0.1	.

2 of these compounds, reformatted.
Under each structure – CCHFV vOTU inh	Yp Topo-I inh	PrPC TRFRET	TcdB GH inh	Anthrax LF inh2	FadD28 FP inh	BoNT F protease	BoNT A protease	PfHsp40 yeast
#1 Cn1c(=O)c2c(nc(OC/C=C/c3ccccc3)n2C)n(C)c1=O
  -1	1	1	.	-1	-2.1	1	0.2	-0.7
#2 CCCCOc1ccc(C(=O)NNC(=S)NC(=O)CC)cc1
  .	-7	.	.	-1	1.3	-17	-1.7	61*

Continued:
#9 Cc1cc(=O)n2nc(N3CCCC3C(=O)Nc3ccc(C(C)C)cc3)sc2n1 (stereo not given)
#10 O=C(CN1C(=O)c2ccccc2C1=O)N1CCN=C1c1ccccc1
#11 COc1cc2c(cc1OC)CN(CCC(C)c1ccc(Cl)cc1)CC2 (stereo not given)
#12 CC1CCN(C(=O)c2nc[nH]c2C(=O)N2CCC(C)CC2)CC1
#13 CC(=O)c1cc(C#N)c(Oc2ccc(Cl)cc2Cl)nc1C
#14 C/C(=N\NC(=O)NC1CCCCC1)C1CCCCC1
#15 Cc1nn(-c2ccccc2)nc1C(=O)Nc1nnc(C(F)(F)F)s1
#16 CCCC(=O)N1CCCC1(C)C(=O)Nc1ccc(OC(F)F)cc1 (stereo not given)
assay / entry	9	10	11	12	13	14	15	16
CCHFV vOTU inh	-7	-14	-8	21	8	5	-6	-18
Yp Topo-I inh	-7	-3	21	8	7	-13	6	4
PrPC TRFRET	8	-2	-7	5	-7	9	-1	-6
TcdB GH inh	1.0	-1.2	1.3	-0.7	.	1.1	2.9	-2.0
Anthrax LF inh2	-4	19	.	0	-1	0	-2	-5
FadD28 FP inh	-1.0	0.1	-4.2	-0.1	-4.4	-0.9	-1.2	-3.2
BoNT F protease	4	6	.	-3	-5	-7	?	-3
BoNT A protease	-0.4	-0.6	.	0.0	0.1	-0.6	-0.2	-0.5
PfHsp40 yeast	-0.3	-0.4	0.3	-0.9	1.6	0.5	0.9	.

4 entries picked at random from those above, as already listed:
#5 Cc1ccc(OCCC(=O)Nc2ccc(S(=O)(=O)Nc3nccs3)cc2)cc1
#3 CCOC(=O)Cn1nc(-c2ccccc2)c2cnc3ccc(CC)cc3c21
#2 CCCCOc1ccc(C(=O)NNC(=S)NC(=O)CC)cc1
#9 Cc1cc(=O)n2nc(N3CCCC3C(=O)Nc3ccc(C(C)C)cc3)sc2n1 (stereo not given)
assay / entry	5	3	2	9
CCHFV vOTU inh	6	2	.	-7
Yp Topo-I inh	-4	9	-7	-7
PrPC TRFRET	-2	6	.	8
TcdB GH inh	1.2	-6.0	.	1.0
Anthrax LF inh2	-1	0	-1	-4
FadD28 FP inh	0.7	-1.1	1.3	-1.0
BoNT F protease	3	-6	-17	4
BoNT A protease	0.2	-1.1	-1.7	-0.4
PfHsp40 yeast	0.4	1.1	61*	-0.3

Further structures:
#17 COc1nsnc1NS(=O)(=O)c1ccc(NC(=S)NC(=O)c2ccncc2)cc1
#18 CCC(=O)Nc1ccc(C(=O)NCCCn2ccnc2)cc1
#19 Cc1cc(C)c(S(=O)(=O)N2CCCC2)c(C)c1
#20 Cc1ccc(NS(=O)(=O)c2cccc(C(=O)NC3CCN(Cc4ccccc4)CC3)c2)c(C)c1
#21 CCCCCCCCOC(=O)C(NC(=O)CCC(=O)Nc1ccc(S(N)(=O)=O)cc1)C(O)c1ccccc1 (stereo not given)
#22 COc1ccc(CCNC(=O)c2ccc(N(C)S(=O)(=O)c3ccccc3)cc2)cc1
#23 CCN(C(=O)COc1ccc(C(C)=O)cc1)c1cccc2ccccc12
#24 Cn1c(=O)oc2cc(S(=O)(=O)N3CCN(c4ccccn4)CC3)ccc21
assay / entry	17	18	19	20	21	22	23	24
CCHFV vOTU inh	-4	-11	7	10	1	-1	-12	3
Yp Topo-I inh	12	6	3	-7	11	27	26	6
PrPC TRFRET	-11	-3	6	-7	4	8	-1	9
TcdB GH inh	1.8	.	2.1	-3.4	.	0.6	-0.3	-12
Anthrax LF inh2	-11	-2	5	4	-5	-3	-16	-5
FadD28 FP inh	-2.2	0.7	-2.2	-1.3	-1.3	-1.5	-5.2	0.4
BoNT F protease	6	-4	16	0	-1	-3	-3	1
BoNT A protease	-0.8	0.7	-0.7	0.1	1.6	-0.4	-0.8	-0.8
PfHsp40 yeast	1.4	0.7	0.4	-1.6	1.0	3.8	1.5	0.6

#25 O=C(CSc1ccc(Cl)cc1)Nc1ncccn1
#26 COc1ccc(Cl)cc1C(=O)NCCCN1CCOCC1
#27 O=C(N/C(=C\c1ccco1)C(=O)N1CCC(O)CC1)c1ccccc1
#28 CN(CCOc1ccc(Br)cc1)C(=O)CNC(=O)c1ccc2ccccc2c1
#29 Cc1ccc(S(=O)(=O)N2CC(C(=O)O)Oc3ccccc32)cc1 (stereo not given)
#30 CSCCC(NC(=O)C1CCC(C)CC1)C(=O)O (stereo not given)
#31 CC1CCN(c2ccccc2N)CC1
#32 Cc1cc2c(NCCc3ccccc3)ncnc2s1
assay / entry	25	26	27	28	29	30	31	32
CCHFV vOTU inh	0	1	0	18	0	4	-7	-6
Yp Topo-I inh	4	-2	7	31	3	10	-10	5
PrPC TRFRET	0	0	-3	0	11	-2	-1	16
TcdB GH inh	0.4	0.9	1.0	-7.9	-7.0	.	.	0.5
Anthrax LF inh2	6	-6	-1	-3	-1	-3	-1	1
FadD28 FP inh	-1.0	-3.2	-0.1	.	-0.5	-1.6	0.9	-4.2
BoNT F protease	15	?	0	-2	-7	-6	-8	18
BoNT A protease	2.2	0.5	0.4	0.1	-4.6	?	1.4	1.3
PfHsp40 yeast	-1.4	0.5	1.1	5.6	1.0	-0.4	-1.6	-0.2

Results in BoNT A protease, for some of the entries so far:
| No. | SMILES | BoNT A protease |
| --- | --- | --- |
| 26 | COc1ccc(Cl)cc1C(=O)NCCCN1CCOCC1 | 0.5 |
| 29 | Cc1ccc(S(=O)(=O)N2CC(C(=O)O)Oc3ccccc32)cc1 (stereo not given) | -4.6 |
| 28 | CN(CCOc1ccc(Br)cc1)C(=O)CNC(=O)c1ccc2ccccc2c1 | 0.1 |
| 32 | Cc1cc2c(NCCc3ccccc3)ncnc2s1 | 1.3 |
| 25 | O=C(CSc1ccc(Cl)cc1)Nc1ncccn1 | 2.2 |
| 30 | CSCCC(NC(=O)C1CCC(C)CC1)C(=O)O (stereo not given) | ? |

Going on with the list.
#33 C[C@@H]1CCCCO[C@H](CN(C)C(=O)NC2CCCCC2)[C@@H](C)CN([C@H](C)CO)C(=O)c2cc(NC(=O)c3ccccc3)ccc2O1
#34 COC(=O)C1CSC(C(=O)OC)N1C(=O)CN1CCN(c2ccccc2)CC1 (stereo not given)
#35 Cc1ccc(C(=O)N2CC3(C)CN(C(=O)c4ccc(C)cc4)CC(C)(C2)C3=O)cc1
#36 COc1ccc(/C(O)=C2/C(=O)C(=O)N(Cc3cccnc3)C2c2ccccn2)cc1 (stereo not given)
#37 COc1cc(/C=C/C(=O)OCC(=O)NC(C)c2ccccc2)cc(OC)c1OC (stereo not given)
#38 O=C(Cn1cnc2c(nnn2-c2ccccc2)c1=O)N1CCOCC1
#39 COc1ccc(C(=O)NC(=S)N2CCN(c3ccc([N+](=O)[O-])cc3)CC2)cc1
#40 Cc1cc(=O)oc(C)c1C(=O)NC12CC3CC(CC(C3)C1)C2
assay / entry	33	34	35	36	37	38	39	40
CCHFV vOTU inh	-3	-3	3	3	12	-3	3	-2
Yp Topo-I inh	35	-8	-2	-3	11	3	16	-4
PrPC TRFRET	1	13	2	-7	-3	2	-8	-4
TcdB GH inh	2.1	1.4	0.4	.	1.4	1.9	0.3	.
Anthrax LF inh2	5	4	0	-4	-8	2	-2	-2
FadD28 FP inh	-3.8	-1.2	-1.2	-1.8	-4.3	0.0	-2.7	-1.8
BoNT F protease	-4	4	-3	0	-7	1	11	6
BoNT A protease	-0.4	-0.2	0.3	-0.5	-0.1	-0.3	0.3	-0.3
PfHsp40 yeast	.	-1.0	0.3	-1.5	-0.8	18	0.8	0.5

#41 O=C(Nc1ccccc1C(=O)N1CCOCC1)c1ccncc1
#42 Cc1ccc(CNC(=O)CCc2c(C)nc3c(c(C)nn3-c3ccc(C)cc3)c2C)cc1
#43 O=C(NC(=S)N(CCO)Cc1ccccc1)c1ccc(S(=O)(=O)N2CCCC2)cc1
#44 O=C(Cc1ccccc1)CC(CC(=O)c1ccccc1)c1ccccc1 (stereo not given)
#45 CS(=O)(=O)CCSc1ncccc1C(=O)NCc1cccs1
#46 Cn1c(-n2c(-c3ccco3)nc3ccccc3c2=O)nc2ccccc21
#47 COCCCn1c(SCc2cc(=O)[nH]c3ccccc23)nnc1-c1ccco1
#48 COC(=O)C1=C(c2cccc(C#N)c2)C[C@@H]2CC[C@H]1N2C(=O)NC1Cc2ccccc2C1
assay / entry	41	42	43	44	45	46	47	48
CCHFV vOTU inh	0	-1	-1	11	-11	-2	.	1
Yp Topo-I inh	-3	0	-3	56*	-5	12	5	26
PrPC TRFRET	0	0	-8	-8	-2	-6	.	-2
TcdB GH inh	.	1.0	0.9	1.7	1.0	.	.	1.4
Anthrax LF inh2	-2	0	-3	-1	.	-8	-5	-9
FadD28 FP inh	0.5	0.1	-0.5	-0.6	-1.6	-4.3	-2.8	1.1
BoNT F protease	-2	-4	-3	0	.	-8	-26	4
BoNT A protease	-0.3	-0.9	-0.5	-0.2	.	0.0	-2.2	-0.6
PfHsp40 yeast	-0.3	-0.4	-0.5	.	.	3.4	0.2	-0.1

#49 CCN(CC)S(=O)(=O)c1cccc(-c2nnc(SCC(=O)c3cc(C)n(C)c3C)o2)c1
#50 CCOc1ccc(N(CC(=O)NCc2cccc(OC)c2)S(=O)(=O)c2c(C)noc2C)cc1
#51 CCOC(=O)/C(=N\Nc1ccccc1Cl)N1CCN(Cc2ccccc2)CC1
#52 O=[N+]([O-])c1cccc(S(=O)(=O)N2CN(c3ccc(Br)cc3)c3nc4ccccc4nc32)c1
#53 C=CCn1c(O)c(N=NC(=S)Nc2cccc(C)c2)c2ccccc21
#54 CCOc1ccccc1NC(=O)c1ccccc1N(C)S(=O)(=O)c1ccc(C)cc1
#55 COc1ccc(-c2c[n+](CC(=O)c3ccccc3)c3n2CCCCC3)cc1
#56 CN(Cc1ccccc1)C(=O)COC(=O)C12CC3CC(CC(Br)(C3)C1)C2
assay / entry	49	50	51	52	53	54	55	56
CCHFV vOTU inh	20	0	2	3	6	-4	0	-6
Yp Topo-I inh	14	-4	8	-9	-17	-2	9	46
PrPC TRFRET	8	-3	8	-8	-4	0	5	-2
TcdB GH inh	.	.	-0.6	0.6	0.1	0.2	5.2	0.5
Anthrax LF inh2	2	?	-3	-7	9	-3	-13	0
FadD28 FP inh	0.8	-1.6	-1.7	-3.8	-1.6	-1.2	-0.6	-5.9
BoNT F protease	0	?	5	-2	-3	?	?	0
BoNT A protease	-0.1	-20	-1.3	-0.2	30*	-3.6	-8.0	-0.6
PfHsp40 yeast	-1.3	1.7	1.3	-1.3	-0.7	2.6	0.5	-0.6
